# EPAC1 antagonist: EPAC1 (human) antagonism | AID 720709 | O95398 | 360,000 tested, 0.14% active | Potency, µM (highest dose often 115 µM), without a hit: at the highest dose activity change, negative = inhibition, most hits filed as inhibitors | EPAC1 GEF assay, Rap1b-BODIPY-GDP exchange fluorescence;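 also: potency is read from the fitted curve at half-maximal effect; plate controls were vehicle for no effect and positive control for full effect; nearly all actives have a fitted effect of over 50% in size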
# PI5P4Ka inh: inhibitors of human PI5P4K alpha; P48426; PI5P4Kalpha enzyme, ADP-Glo luminescence, 60 min; stronger effect = lower value; max response, %; 330,000 tested, 1.2% active; active = max response of -50% or lower; inconclusive = between -30% and -50%; inactive = -30% or higher; also: value at the top dose of about 77 µM; % is scaled to controls: 0 for no effect and ±100 for the full control effect
# Target sequence (P48426 whole entry, looked up): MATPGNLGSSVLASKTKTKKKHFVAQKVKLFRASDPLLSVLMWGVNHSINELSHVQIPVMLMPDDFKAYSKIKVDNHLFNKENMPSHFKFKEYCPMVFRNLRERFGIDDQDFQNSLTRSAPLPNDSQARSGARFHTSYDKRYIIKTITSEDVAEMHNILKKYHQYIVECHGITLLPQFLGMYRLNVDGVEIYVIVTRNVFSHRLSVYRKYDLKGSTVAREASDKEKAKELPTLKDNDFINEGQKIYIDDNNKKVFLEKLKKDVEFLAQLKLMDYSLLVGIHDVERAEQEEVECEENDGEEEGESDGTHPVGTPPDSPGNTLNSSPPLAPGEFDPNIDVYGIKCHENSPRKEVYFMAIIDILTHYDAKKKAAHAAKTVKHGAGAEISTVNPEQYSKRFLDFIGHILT
#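 Quantitative HTS of the MLSMR library against PI5P4Kalpha with substrate. ATP added last at 5 microM final; room temperature, 60 minutes. Remaining ATP depleted, ADP converted and read as luminescence.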
# Abeta yeast res: compounds reversing amyloid beta toxicity in yeast; yeast expressing A-beta42, growth rescue, OD600, 48 h; response scale: 0% DMSO, 100% iron-clioquinol control; 410,000 tested, 0.063% active; Potency, µM (highest dose often 46.1 µM), inactives show top-dose growth rescue, actives largely listed as activators; also: potency is read from the fitted curve at half-maximal effect; nearly all actives have a fitted effect of over 55% in size
#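 Yeast A-beta toxicity model in growth medium with pinned compounds, 48 h at 30 C; growth read as absorbance at 600 nm. Normalized to FeCl3/clioquinol equimolar mix (positive) and DMSO (negative).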
# WRN inhibitor: inhibitors of human WRN helicase; Potency, µM (doses to about 114 µM), inactives show top-dose activity change, negative = inhibition, usual class: inhibitors; Q14191; WRN helicase unwinding, fluorescent forked duplex, kinetic; 360,000 tested, 0.46% active; also: potency is read from the fitted curve at half-maximal effect; % is scaled to controls: 0 for no effect and ±100 for the full control effect; nearly all actives have a fitted effect of over 55% in size
#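 Screening of the MLSMR collection measured strand separation of a quenched forked DNA duplex (100 nM) by 20 nM WRN with 2 mM ATP, all final. Compounds were preincubated with enzyme 15 min at room temperature.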
# FUS suppressor: FUS proteinopathy suppression in yeast | S. cerevisiae FUS-expressing, growth rescue, OD600, 24 h | Potency, µM (doses to about 76.6 µM), without a hit: at the top dose growth rescue (activation), hits mostly activators | 390,000 tested, 0.24% active | AID 1347120;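 also: potency is read from the fitted curve at half-maximal effect; plate controls were DMSO vehicle for no effect and reference control for full effect; nearly all actives have a fitted effect of over 55% in size; some results filed as inactive show a strong effect at the top dose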
#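 Galactose (2%) drives FUS expression in yeast precultured in raffinose; seeding density OD 0.005. Test compounds incubated 24hr at 30C and 99% humidity before absorbance at 600 nm was measured.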
# PLK1 PBD block: PLK1 (human) polo-box domain binding inhibition; Plk1 PBD binding of FITC phosphopeptide, fluorescence polarization; Potency, µM, inactives show max response, negative = inhibition, most hits filed as inhibitors; 360,000 tested, 2.8% active; AID 720504; also: potency is read from the fitted curve at half-maximal effect; series mostly up to about 57 µM; % is scaled to controls: 0 for no effect and ±100 for the full control effect; nearly all actives have a fitted effect of over 65% in size
# Target sequence (P53350 whole entry, looked up, the tested form may be a part): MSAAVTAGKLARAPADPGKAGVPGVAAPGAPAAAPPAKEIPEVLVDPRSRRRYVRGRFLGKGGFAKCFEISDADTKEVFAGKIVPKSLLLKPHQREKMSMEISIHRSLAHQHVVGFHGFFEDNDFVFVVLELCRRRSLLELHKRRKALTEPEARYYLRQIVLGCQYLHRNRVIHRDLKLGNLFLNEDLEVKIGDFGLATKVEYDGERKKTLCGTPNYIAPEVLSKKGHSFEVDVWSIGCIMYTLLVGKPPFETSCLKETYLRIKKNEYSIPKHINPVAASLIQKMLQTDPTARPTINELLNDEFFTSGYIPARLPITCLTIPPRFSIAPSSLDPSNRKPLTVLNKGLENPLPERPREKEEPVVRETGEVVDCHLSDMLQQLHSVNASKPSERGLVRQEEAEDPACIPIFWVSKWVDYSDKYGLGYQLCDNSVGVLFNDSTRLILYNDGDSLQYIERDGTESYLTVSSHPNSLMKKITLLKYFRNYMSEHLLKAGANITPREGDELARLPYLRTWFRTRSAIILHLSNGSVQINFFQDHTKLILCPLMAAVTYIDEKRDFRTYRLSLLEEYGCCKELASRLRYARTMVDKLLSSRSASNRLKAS
# IL-2 act: activators of IL-2; activation, % (series mostly up to about 46 µM); 360,000 tested, 0.065% active; IL-2 activation reporter assay, cell-based qHTS; stimulated with anti-CD3/CD4/CD28 beads; in transgenic mouse T cells; in the data active = activation above about 50%; inconclusive = mostly about 30% to 49%; also: 0% is about no effect
#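 Screening format: compound pinned onto unstimulated transgenic mouse T cells, 60 min incubation, then anti-CD3/anti-CD4/anti-CD28 bead stimulation for 18 hours at 37 degrees C, followed by EGFP and DsRed detection.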
# EPAC1 ag: agonists of human EPAC1 | Potency, µM (top dose mostly 154 µM), for the others: at the highest dose activation, actives largely listed as activators | EPAC1 agonist qHTS, biochemical assay; response scale: 100% = response to 6.5 mM cAMP | 360,000 tested, 0.073% active | AID 720707 | O95398; also: potency is read from the fitted curve at half-maximal effect; nearly all actives have a fitted effect of over 60% in size
#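 Fluorescent GDP-exchange assay: 100 nM EPAC1 with 250 nM Rap1B preloaded with BODIPY-GDP and 50 uM GDP; compounds tested as concentration series, 5 min at room temperature, then read every 5 min for 30 min (ex 480/em 540 nm); normalized to 6.5 mM cAMP.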
# Numbers without * were called inactive; ? = inconclusive; . = not tested or not shown; & = joins results of further samples; [ ] = remark or other dose. Unless noted, calls follow the shape of the dose curve; as a rule, active = well fitted curve in the direction sought with a large enough effect; inconclusive = small, poorly fitted or top-dose-only effect, or another doubt; inactive = no such curve, though single readings can be large; an effect the other way counts as inactive or inconclusive.
molecule	EPAC1 antagonist	PI5P4Ka inh	Abeta yeast res	WRN inhibitor	FUS suppressor	PLK1 PBD block	IL-2 act	EPAC1 ag
COc1ccc(N(CC(=O)NCCSCc2ccco2)S(=O)(=O)c2ccccc2)cc1	-13%	0	16%	-7%	21%	-10%	0.0	9%
COc1ccc(NC2CCCN(C(=O)c3cn(C)c4ccccc34)C2)cc1 (centres undefined)	-6%	-3	0%	-2%	24%	-2%	-0.6	-5%
O=C(O)Cn1cc2c(n1)CCCCC2	-3%	11	-7%	6%	3%	-12%	-0.4	1%
Cc1[nH][nH]c(=O)c1C(c1ccc(-c2cccc(C(=O)O)c2)o1)c1c(C)[nH][nH]c1=O	-11%	?	9%	?	35%	?	0.0	13%
CN1CCN(C(=O)/C(=C\c2cccs2)NC(=O)c2ccco2)CC1	-1%	14	2%	-19%	.	-4%	0.4	-2%
Nc1cccc(C(=O)OCC(=O)Nc2cccc3c2C(=O)c2ccccc2C3=O)c1	-13%	-12	-1%	-35%	37%	?	-0.6	-2%
O=C(Nc1ccc2c(c1)OCO2)c1cc(C2CCCN(C(=O)CCc3ccccc3)C2)on1 (centres undefined)	7%	-7	-17%	-13%	?	-7%	-0.6	0%
COc1ccc(OCCSc2nnc(-c3cccnc3)n2N)cc1	-4%	-1	12%	-5%	.	-11%	0.2	-1%
COC(=O)c1cc(OC)c(OC)cc1NC(=O)c1csc(C)c1	-1%	-1	2%	-7%	-4%	-2%	-2.2	-1%
COc1ccc(NC(=O)Cn2nnc(C(=O)NCc3ccccc3)c2N)c(OC)c1	-2%	-7	1%	7%	34%	-26%	-0.8	5%

# Another view of some results above.
structure: COc1ccc(NC2CCCN(C(=O)c3cn(C)c4ccccc34)C2)cc1 (centres undefined)
  EPAC1 antagonist = -6%
  PI5P4Ka inh = -3
  Abeta yeast res = 0%
  WRN inhibitor = -2%
  FUS suppressor = 24%
  PLK1 PBD block = -2%
  IL-2 act = -0.6
  EPAC1 ag = -5%

structure: O=C(O)Cn1cc2c(n1)CCCCC2
  EPAC1 antagonist = -3%
  PI5P4Ka inh = 11
  Abeta yeast res = -7%
  WRN inhibitor = 6%
  FUS suppressor = 3%
  PLK1 PBD block = -12%
  IL-2 act = -0.4
  EPAC1 ag = 1%

structure: Cc1[nH][nH]c(=O)c1C(c1ccc(-c2cccc(C(=O)O)c2)o1)c1c(C)[nH][nH]c1=O
  EPAC1 antagonist = -11%
  PI5P4Ka inh = ?
  Abeta yeast res = 9%
  WRN inhibitor = ?
  FUS suppressor = 35%
  PLK1 PBD block = ?
  IL-2 act = 0.0
  EPAC1 ag = 13%

structure: CN1CCN(C(=O)/C(=C\c2cccs2)NC(=O)c2ccco2)CC1
  EPAC1 antagonist = -1%
  PI5P4Ka inh = 14
  Abeta yeast res = 2%
  WRN inhibitor = -19%
  FUS suppressor = .
  PLK1 PBD block = -4%
  IL-2 act = 0.4
  EPAC1 ag = -2%

# (continued)
molecule	EPAC1 antagonist	PI5P4Ka inh	Abeta yeast res	WRN inhibitor	FUS suppressor	PLK1 PBD block	IL-2 act	EPAC1 ag
O=C(O)c1ccc(N2N=C(c3ccccc3)CC2c2ccccc2)cc1 (centres undefined)	-17%	2	-47%[inhibitor]	4%	8%	?	-0.2	-6%
COC(=O)c1sccc1-n1cccc1C(=O)N1CCOCC1	7%	-2	3%	2%	-28%	0%	-0.8	-7%
CCS(=O)(=O)N1CCC(C(=O)Oc2ccc(Cl)cc2)CC1	1%	-4	11%	2%	5%	27µM*	1.0	1%
CCc1ccc2c(c1)C(NC(C)=O)C(=O)N2CCN1CCOCC1 (centres undefined)	?	2	?	45µM*	16%	-6%	-2.3	9%
O=C(CSc1ncnc2nc[nH]c12)Nc1ccc(Br)cc1Cl	-10%	-2	1%	-13%	-1%	-2%	-0.9	2%
COc1cccc2[nH]c(=O)c(-c3ccccc3)cc12	12%	4	-16%	-2%	-23%	-1%	-4.1	6%
C=CCN(CC=C)CC(=O)Nn1c(C)ccc1C	-12%	-8	2%	?	40%	-24%	0.3	-5%
CCCCN(CC)CCCNC(=O)CN1C(=O)CSc2ccc(S(=O)(=O)N3CCOCC3)cc21	0%	0	-8%&-34%	-4%	-5%&-11%	-6%	0.6	9%
Cc1cc(Br)ccc1NC(=O)CN(C)C(=O)c1cc([N+](=O)[O-])ccc1N1CCOCC1	-5%	3	1%	-11%	7%	-1%	-2.4	-8%
O=C(Nc1nc2ccccc2s1)C1CCN(S(=O)(=O)c2cc([N+](=O)[O-])ccc2Cl)CC1	-18%	?	?	-9%[11.6 µM]	11%	-5%	-0.8	2%
Cc1csc2c(SCC(=O)NNS(=O)(=O)c3cccc(C(F)(F)F)c3)ncnc12	-9%	0	5%	-12%	4%	-5%	-0.8	11%
CCOc1ccccc1C(=O)NCCN1CCC(n2c(=O)[nH]c3ccccc32)CC1	-18%	2	-15%	-9%	-6%	-24%	-0.9	-9%
CCOc1ccccc1N(C(=O)Nc1ccc(Cl)cc1)C1=NC(C)CS1 (centres undefined)	3%	5	0%	10%	-16%	-4%	-3.5	-12%
COc1ccc(C)cc1NC(=O)c1ccccc1NS(=O)(=O)c1ccc(Cl)s1	-14%	5	-32%	-3%	9%	?	0.2	-8%
CC(=O)Nc1cccc(C(=O)N2CCN(S(=O)(=O)c3ccc(C4CCCCC4)cc3)CC2)c1	?	6	-1%	-1%	?	-3%	-0.9	0%
O=C1NC(=O)/C(=C/c2cccc([N+](=O)[O-])c2)N1	0%	-30	-7%	4%	25%	-1%	-2.2	-11%
Cc1cccc(C(=O)NN2S(=O)(=O)c3ccccc3S2(=O)=O)c1	19%	4	16%	-1%	8%	-5%	-3.7	-2%
O=C(NCC[C@H]1CC[C@H](NS(=O)(=O)c2ccccc2F)[C@@H](CO)O1)c1ccc(F)cc1	-25%	0	3%	-2%	2%	-7%	-0.1	5%
CCC1(C)Cc2c(sc3nc(SC)nc(N)c23)CO1 (centres undefined)	7%	4	-23%	6%	20%	-6%	0.7	-4%
C=CCN1C(=O)c2ccc(C(=O)NCCc3ccc(OC)c(OC)c3)cc2C1=O	?	2	-3%	-6%	5%	-12%	-0.6	-15%
COc1cccc(-n2ccnc2SCC(=O)N2CCCc3ccccc32)c1	-3%	5	-10%	-6%	21%	-1%	-0.6	-3%
Cc1ccc(C(=O)N/N=C/C=C/c2ccccc2)o1	8%	0	-9%	0%	-8%	0%	-0.7	-3%
CC(C)c1nc2sc3c(SCC(N)=O)ncnc3c2c2c1CCC2	-5%	-7	-22%	-17%	-2%	-4%	-3.7	2%
O=C(/C=C/c1ccc(Cl)cc1Cl)N1CCN(c2ccc([N+](=O)[O-])c(N3CCOCC3)c2)CC1	19%	-1	-27%	10%	.	-3%	-0.3	6%
O=C(NC1CCCCC1)/C(=N\O)c1ccccn1	7%	.	-9%	-9%	-11%	0%	-2.2	1%
CC(=O)c1ccc(N2CCN(S(=O)(=O)c3ccc4c(c3)NC(=O)CC(=O)N4)CC2)cc1	0%	-26	0%	-14%	-1%	27µM*	-2.0	15%
O=C1CS/C(=C/C(=O)c2cccc(Cl)c2)N1	-12%	4	15%	-11%	-28%	-9%	-0.5	1%
COc1cc(C(=O)NCCC2=CCCCC2)ccc1OC1CCN(C(C)=O)CC1	-7%	9	18%	-27%	11%	-2%	-2.0	4%
CCOC(=O)C1=C(N)c2ccccc2CC1C(C)C (centres undefined)	-11%	14	1%	-7%	-17%	1%	-3.7	10%
C#CCNC(=O)c1ccc(OCc2ccccc2)cc1Cl	3%	-1	12%	-3%	15%	-3%	-2.2	2%
COc1ccc(-n2nc(C(=O)NCC(=O)NCCC3=CCCCC3)c3ccccc3c2=O)cc1OC	-1%	3	7%	-1%	37%	-3%	-0.4	14%
O=C(NNC(=O)C1CCCCC1)c1ccncc1	11%	-3	6%	-5%	-1%	1%	0.2	5%
COc1ccc(N2CCN(C(=O)C3CCN(C(=O)c4ccccc4Cl)CC3)CC2)cc1	-11%	-3	19%	7%	7%	2%	1.5	-3%
Nc1nonc1-n1nnc(C(=O)N/N=C/c2ccc(Cl)cc2Cl)c1CN1CCCC1	?	3	-8%	-5%	-6%	-7%	-2.0	-3%
O=C(COC(=O)c1cncc(Br)c1)NC1CCCC1	14%	-3	10%	0%	18%	-2%	-0.8	9%
Cc1cc(C)n2nc(S(=O)(=O)N(CC(C)C)CC(C)C)nc2n1	?	-3	-18%	-9%	-10%	-14%	-4.3	-6%
C/C=C/c1ccc(OCCCCN2C(=O)NC(C)(C)C2=O)c(OC)c1	14%	.	-20%	-15%	33%	-1%	-1.1	-1%
Cc1ccc(-c2nc(-c3ccncc3)no2)cc1	-3%	9	-7%	0%	14%	0%	-3.0	-4%
CC(C)(C)c1cccc(Cn2nnc3ccccc32)c1O	?	1	-11%	-5%	13%	-20%	-0.8	-23%
O=C(NCCc1c[nH]c2ccccc12)C(=O)NCC(c1ccco1)N1CCN(c2ccccc2)CC1 (centres undefined)	15%	2	3%	-10%[57.1 µM]	2%	1%	0.3	5%

# Given with each value named: part of the list above.
smiles: O=C(COC(=O)c1cncc(Br)c1)NC1CCCC1
  EPAC1 antagonist: 14%; PI5P4Ka inh: -3; Abeta yeast res: 10%; WRN inhibitor: 0%; FUS suppressor: 18%; PLK1 PBD block: -2%; IL-2 act: -0.8; EPAC1 ag: 9%

smiles: COc1ccc(N2CCN(C(=O)C3CCN(C(=O)c4ccccc4Cl)CC3)CC2)cc1
  EPAC1 antagonist: -11%; PI5P4Ka inh: -3; Abeta yeast res: 19%; WRN inhibitor: 7%; FUS suppressor: 7%; PLK1 PBD block: 2%; IL-2 act: 1.5; EPAC1 ag: -3%

# Next results follow.
molecule	EPAC1 antagonist	PI5P4Ka inh	Abeta yeast res	WRN inhibitor	FUS suppressor	PLK1 PBD block	IL-2 act	EPAC1 ag
COCCNC(=S)N1CCC(Cc2ccccc2)CC1	13%	-2	13%	1%	-9%	0%	-3.3	3%
CCCC(=O)c1c[nH]c(C(=O)N2CCOCC2)c1	12%	10	-3%	2%	-8%	-7%	-0.7	2%
COc1ccccc1-c1nnc2n1N=C(c1ccc(OC(F)F)c(OCC3CC3)c1)CS2	-19%	.	-11%	.	18%	.	-4.1	-19%
COP(C)(=O)c1c(C)nn(-c2ccccc2)c1C (centres undefined)	6%	-2	-8%	-3%	5%	-9%	0.4	2%
Cc1nc2ccccc2n1S(=O)(=O)N(C)C	-12%	25	14%	6%	-43%	-5%	1.5	-7%
CC(NCc1ccc(S(N)(=O)=O)cc1)C(=O)Nc1cccc(Cl)c1 (centres undefined)	-10%	0	3%	-6%	-22%	-1%	-0.4	-4%

# Screening results (PubChem)
